FEN1 inhibitor – blocks human flap endonuclease 1; Potency, µM (doses to about 114 µM), without a hit: at the highest dose activity change, negative = inhibition, most hits filed as inhibitors; Recombinant FEN1 flap cleavage, fluorescence, 15 min; actives 0.35% (n = 390,000); AID 588795; note: nearly all actives have a fitted effect of over 65% in size
Target sequence (P39748 whole entry, looked up): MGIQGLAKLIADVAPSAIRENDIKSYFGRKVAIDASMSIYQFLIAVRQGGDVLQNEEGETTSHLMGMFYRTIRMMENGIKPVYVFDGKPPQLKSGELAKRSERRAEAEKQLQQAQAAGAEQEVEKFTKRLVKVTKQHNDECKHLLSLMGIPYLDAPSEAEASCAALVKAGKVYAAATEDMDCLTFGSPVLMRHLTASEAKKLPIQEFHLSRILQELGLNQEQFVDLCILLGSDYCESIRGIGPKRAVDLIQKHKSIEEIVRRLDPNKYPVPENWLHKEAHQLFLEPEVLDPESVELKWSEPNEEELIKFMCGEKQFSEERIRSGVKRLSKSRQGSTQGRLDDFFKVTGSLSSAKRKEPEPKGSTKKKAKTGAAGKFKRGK
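Concentration–response screening of FEN1 (10 nM): 15 min compound preincubation at room temperature, reaction started with 50 nM substrate and read at 0 and 15 min. Corrected, normalized data were fitted by a four-parameter Hill equation.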
N370S GC – inhibits or activates N370S mutant glucocerebrosidase | N370S GC spleen homogenate, 4MU-glucoside fluorescence | Potency, µM (series often up to 59.4 µM), for the others: at the top dose activity change, negative = inhibition, actives largely listed as inhibitors | actives 0.092% (n = 330,000) | AID 2101;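 note: 0% = full enzyme activity and -100% = no enzyme basal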
TDP1 block – inhibitors of human tyrosyl-DNA phosphodiesterase TDP1; Q9NUW8; recombinant TDP1, AlphaScreen DNA substrate cleavage; Potency, µM (series often up to 130 µM), for inactives: top-dose activity change, negative = inhibition, hits mostly inhibitors; actives 0.28% (n = 350,000); AID 485290; note: nearly all actives have a fitted effect of over 40% in size
Target sequence (Q9NUW8 whole entry, looked up): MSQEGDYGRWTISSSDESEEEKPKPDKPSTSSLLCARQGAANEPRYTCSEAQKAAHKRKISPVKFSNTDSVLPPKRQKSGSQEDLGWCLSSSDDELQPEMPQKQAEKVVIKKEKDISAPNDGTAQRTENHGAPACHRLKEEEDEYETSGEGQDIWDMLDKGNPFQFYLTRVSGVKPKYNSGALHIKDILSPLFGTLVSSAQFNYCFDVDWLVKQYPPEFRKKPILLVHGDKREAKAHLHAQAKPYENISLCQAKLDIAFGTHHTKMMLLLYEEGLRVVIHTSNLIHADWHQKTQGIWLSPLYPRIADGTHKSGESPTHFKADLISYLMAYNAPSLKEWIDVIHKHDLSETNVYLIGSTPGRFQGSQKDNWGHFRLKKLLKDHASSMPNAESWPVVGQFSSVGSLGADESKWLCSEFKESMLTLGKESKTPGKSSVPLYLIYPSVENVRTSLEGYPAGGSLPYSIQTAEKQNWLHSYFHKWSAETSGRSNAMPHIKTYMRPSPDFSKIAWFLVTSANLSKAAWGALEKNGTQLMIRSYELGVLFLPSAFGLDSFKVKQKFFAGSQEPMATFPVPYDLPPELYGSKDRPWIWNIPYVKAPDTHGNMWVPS
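Steps: enzyme plus compound, 15 min RT; add biotin/phosphotyrosine-FITC oligonucleotide (15 nM final), react 5 min; add donor/acceptor beads (10 ug/ml final), 10 min; read AlphaScreen. Tdp1 at 1 nM final.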
Numbers without * were called inactive; ? = inconclusive; . = no result given; [ ] = dose if it differs, or a comment. Calls come from the whole dose curve; as a rule, active = well fitted curve in the direction sought with a large enough effect; inconclusive = small, poorly fitted or top-dose-only effect, or another doubt; inactive = no such curve, though single readings can be large; an effect the other way counts as inactive or inconclusive. Unless noted, % is set by controls: 0 for no effect and ±100 for the full control effect; potency is the fitted concentration of half-maximal effect.

SMILES | FEN1 inhibitor | N370S GC | TDP1 block
Cc1ccc(OCc2cn3cccnc3n2)cc1 | -2% | 3% | -1%
CN=C(Nc1ccc(C(=O)OC)cc1)SC1CC(=O)N(c2ccccc2F)C1=O (stereo not given) | -8% | -4% | -1%
O=C(/C=C/c1ccccc1)N1CCC[C@H]1CO | -5% | -2% | -3%
CCc1nc2ccc(C(=O)NCc3ccccc3)cc2nc1CC | -8% | -1% | 0%
O=C(COc1ccccc1)Nc1sc2c(c1C(=O)Nc1ccccc1Cl)CCCCC2 | -20% | . | -8%[12.3 µM]
Cc1cc(N/N=C/c2ccc(N(C)C)cc2)c2ccccc2n1 | -1% | 7% | .
Cc1cccc(OCC(=O)Nc2ccc(C(=O)Nc3ccccc3C(=O)O)cc2)c1C | ? | 4% | 2%
CCOc1ccc(CNC(=O)C2CCCN(S(=O)(=O)c3ccc4c(c3)CCCC(=O)N4)C2)cc1 (stereo not given) | 3% | . | 3%
O=C(NC(=S)Nc1ccc2ncccc2c1)c1ccccc1 | -4% | -1% | 2%
Cc1n[nH]c(=O)c2c(NC(=O)CSc3ccccc3F)oc(C)c12 | -12% | -3% | -3%
O=C(NCCCNC(=O)c1cnccn1)c1cccc(Cl)c1 | -6% | -13% | 6%
COc1ccccc1C1c2[nH]c3ccccc3c2CCN1Cc1cnc(C)s1 (stereo not given) | -3% | -4% | 0%
CCOC(=O)Cn1c(=O)oc2cc(S(=O)(=O)N(C)c3cccc(C)c3)ccc21 | -20% | -6% | .
CCOCCCNC(=O)/C(C#N)=C/c1ccccc1F | 6% | -4% | 0%
N#Cc1ccccc1COC(=O)CCN=C1NS(=O)(=O)c2ccccc21 | 10% | . | 0%
O=C(O)c1ccc(Cl)c(S(=O)(=O)Nc2ccccc2N2CCOCC2)c1 | 0% | 18% | -1%
CC#CCN1c2ccccc2[C@]23C[C@@H](C(=O)OC)N(C(=O)COCc4ccccc4)C2=NC(C(=O)OC)=C(C(=O)OC)[C@H]13 | . | 1%[12.8 µM] | 14%[12.3 µM]
Cc1cc(C)nc(Nc2ccc(N3CCOCC3)cc2)n1 | -1% | -8% | 7%
COCCn1c(CNC(=O)c2cc(OC)c(OC)c(OC)c2)nc2cccnc21 | -2% | . | 3%
O=C(NCCc1ccccc1)C(c1ccncc1)N(C(=O)c1csnn1)C1CC1 (stereo not given) | -5% | -2% | -1%
Cc1ccc(NC(=O)CCC(=O)NNC(=O)/C=C/C(=O)O)c(C)c1 | -6% | -12% | 3%
CSc1nc2nc3c(cc2c(=O)[nH]1)C(O)Oc1ccc(C)cc1-3 (stereo not given) | -20% | -21% | 3%
COc1ccc(CNC(=O)Cn2nc(C)c3c(C)n(-c4ccccc4)nc3c2=O)cc1OC | -8% | . | 0%
COc1cccc2c1N1C(=O)c3c(C(=O)O)cccc3C1CC2(C)C (stereo not given) | -7% | 2% | -11%
O=C(O)c1ccc(-c2nc3ccccc3s2)o1 | -2% | 12% | .
O=C(CSCc1ccccc1Br)NNC(=S)NCc1ccco1 | -1% | -1% | 7%[56.1 µM]
Cc1ccc(CNC(=O)Cn2c(SCC(=O)Nc3ccc(F)cc3)nc3ccccc32)cc1 | -5% | . | 1%
CCOc1ccc(S(=O)(=O)N2CCC(C(=O)OCc3cccc(OC)c3OC)CC2)cc1 | 0% | . | 2%
O=c1[nH]cc(N=Cc2cc([N+](=O)[O-])ccc2O)c(=O)[nH]1 | . | -2% | -7%
CC(=O)Nc1ccc(NC(=O)Cn2cc3c(n2)CCC(C)C3)cc1 (stereo not given) | . | 9% | -2%
Cc1ccc(-c2nc(-c3ccc(Cl)cc3)sc2CC(=O)O)c(C)c1 | 13% | 0% | 1%
Cc1cccc(Nc2nnc(SCC3CCCCO3)s2)c1 (stereo not given) | 12% | 10% | 5%
Cc1ccnc(NC(=O)Cc2ccc(F)cc2)n1 | 13% | 9% | -1%
CCN1C/C(=C\c2cccc(C)c2)c2nc3ccccc3c(C(=O)O)c2C1 | . | 1% | 7%
Cc1ccc2c(=O)cc(C(=O)Nc3cccc(C(F)(F)F)c3)oc2c1C | -3% | . | 2%
CN(C)C(CNC(=O)CCc1nc2ccccc2s1)c1ccccc1 (stereo not given) | 1% | -13% | 6%
O=C(COc1ccccc1[N+](=O)[O-])OCC(=O)c1ccc(Br)s1 | -7% | . | 1%
Cc1ccc2nc(-c3ccc(SCC(=O)Nc4nc(C)cs4)nc3)[nH]c2c1 | 1% | 0% | 3%
NC(=O)C1=C[C@@H](c2ccc(Br)cc2)C[C@@H](OCc2ccc(CO)cc2)O1 | -2% | ? | 4%
Cc1ccc(C(=O)Nc2nc(C(C)(C)C)cs2)s1 | -11% | ? | -3%
O=C(NC1CCCC1)c1cc2nc(-c3ccccc3)cc(-c3ccccc3)n2n1 | -7% | ? | .
Cc1cc(C(=O)OC2CCOC2=O)c2ccccc2n1 (stereo not given) | -5% | -13% | -1%
CNS(=O)(=O)c1cc(NC(=O)CCCNC(=O)c2ccc(Cl)cc2)ccc1C | 16% | -7% | 6%
COCc1ccc(C(=O)N2CCCC(Nc3ccc(C(C)C)cc3)C2)s1 (stereo not given) | -12% | 13% | 3%[56.1 µM]
O=C(CSc1nnc(-c2ccccc2O)o1)N1CCc2ccccc2C1 | -1% | 11% | 2%

Continued, overlapping the part above by 2 compounds.
SMILES | FEN1 inhibitor | N370S GC | TDP1 block
COCc1ccc(C(=O)N2CCCC(Nc3ccc(C(C)C)cc3)C2)s1 (stereo not given) | -12% | 13% | 3%[56.1 µM]
O=C(CSc1nnc(-c2ccccc2O)o1)N1CCc2ccccc2C1 | -1% | 11% | 2%
CCOC(=O)c1ccc(NC(=O)Cc2ccc(-n3c(CC)nc4cccnc43)cc2)cc1 | -19% | . | 6%
COc1ccc(/C=C(\NC(=O)c2ccc(C)cc2)C(=O)N2CCCCC2)cc1 | -7% | -11% | .
c1ccc(-c2nc(-n3ccnc3)nc(-n3ccnc3)n2)cc1 | ? | -20% | 0%
O=C(Nc1ccccc1C(=O)N1CCN(Cc2ccccc2)CC1)c1ccccn1 | 3% | -3% | 6%
COc1cccc(C(=O)NC(=S)Nc2ccc(N(C)C)cc2)c1 | -3% | -7% | 13%
COc1ccc(-n2c(=S)[nH]c3cc(C(=O)O)ccc3c2=O)cc1 | 4% | 3% | 0%
O=c1[nH]c(-c2ccccc2)nnc1-c1ccccc1 | 3% | 4% | 3%
Cc1cc(C)nc(-n2nc(C)cc2NC(=O)CNC2CCCCC2)n1 | 8% | 0% | -3%
C=C(C)C(=O)NC1=NN(c2ccccc2)C(=O)C1 | -2% | -5% | 5%
Nc1ccc2nn(-c3ccccc3)nc2c1 | -6% | 6% | 2%
Cc1cc(N2CCOCC2)n2nc(C(F)(F)F)c(-c3ccccc3)c2n1 | 10% | 1% | .
Cc1c(Cl)cccc1NC(=O)C(CCS(C)(=O)=O)N1Cc2ccccc2C1=O (stereo not given) | 2% | . | 5%
Cc1ccc(OCC(=O)Nc2cccc(C)n2)c(C)c1 | -5% | 3% | 2%
O=C(C1COc2ccccc2O1)N1CCOCC1 (stereo not given) | 6% | 2% | -3%
COc1ccccc1OCCC(=O)OCC(=O)NCc1ccccc1 | 3% | 7% | 3%

The final 3 entries of the part above lead into the next:
SMILES | FEN1 inhibitor | N370S GC | TDP1 block
Cc1ccc(OCC(=O)Nc2cccc(C)n2)c(C)c1 | -5% | 3% | 2%
O=C(C1COc2ccccc2O1)N1CCOCC1 (stereo not given) | 6% | 2% | -3%
COc1ccccc1OCCC(=O)OCC(=O)NCc1ccccc1 | 3% | 7% | 3%
CN(C)S(=O)(=O)Nc1ccccc1F | -4% | 14% | 4%
CC(NC(=O)c1ccc(Nc2nc3ccccc3n3nnnc23)cc1)c1ccccc1 (stereo not given) | 5% | . | 0%
COC(=O)[C@@H](NCc1cccc(CN[C@H](C(=O)OC)C(C)C)c1)C(C)C | 0% | -11% | .
CCOC(=O)C(CC)n1cnc2c(nnn2-c2ccc(C)cc2)c1=O (stereo not given) | -18% | 7% | 4%
CC1CCC(NC(=O)Cn2ncc3ccccc32)CC1 (stereo not given) | 22% | 8% | 10%
COc1ccccc1NC(=O)CSc1ncc2c(n1)-c1cc(Cl)ccc1N(Cc1ccccc1)S2(=O)=O | 10% | . | 0%
CCN(CC)CC(=O)n1c2c(c3ccccc31)CCCC2 | -14% | 14%[2.35 µM] | -5%
COc1ccc(S(=O)(=O)N2CCC(O)(c3ccc4c(c3)OCO4)CC2)cc1 | 13% | 10% | 2%
CCOC(=O)Cc1csc(NC(=O)c2ccc3ccccc3n2)n1 | -18% | 1% | 12%
NC(=O)C1CCN(C(=O)C23CC4CC(CC(C4)C2)C3)CC1 | -1% | 7% | 1%
CCCC(=O)Nc1cccc(NC(=O)c2ccccc2Br)c1 | -1% | 2% | 3%
COc1ccc(C(=O)COC(=O)Cn2nnc3ccccc32)cc1Br | 9% | 3% | 2%
C=CCNc1nc(NCCN2CCOCC2)nc(N2CCOCC2)n1 | -3% | 5% | 5%
CN(C)CCNCc1ccccc1OC1CCCC1 | 1% | 18% | 6%
CCc1cccc(CC)c1NC(=O)Cn1nnc2sc3c(c2c1=O)CCCC3 | 5% | . | -1%
Cc1cc(OCC(=O)NC(C)C)ccc1Cl | -13% | -3% | 3%
CC(C)CNC(=O)c1cccc(NC(=O)CSc2ccc(Cl)cc2)c1 | -4% | 3% | 0%
Cn1nnnc1SCCNCc1ccccc1F | 4% | 5% | 5%
CCn1cnc2c1c(=O)n(CC(=O)NCC(C)C)c(=O)n2Cc1ccccc1 | -1% | 9% | .
O=C1CC(C(=O)N2CCc3ccccc32)CN1c1cccc(C(F)(F)F)c1 (stereo not given) | 0% | . | 2%
CCOC(=O)c1ccc(NC(=O)c2nc[nH]c2C(=O)N(C)Cc2ccccc2)cc1 | -10% | -3% | 8%
CCOC(=O)CSc1nc(C)cc(C)c1C#N | 0% | 6% | 1%
C/C(N)=C(/C#N)C(=O)CSc1nnnn1-c1ccc(C)cc1C | 2% | -1% | 3%
CC(=O)NCC(=O)OCC(=O)c1ccc(C)c(C)c1 | 10% | 3% | -2%
COc1cc(CNC2CCCC2)cc(Cl)c1OCc1ccccc1F | 0% | ? | 1%
COc1cc(C(=O)N2CCN(C(=O)c3ccccc3)CC2)cc(OC)c1OC | 5% | -16% | 4%
O=C(NCCCO)/C(=C\c1ccco1)NC(=O)c1ccco1 | 21% | -5% | 7%
COc1ccc(-c2nn(-c3cccc(F)c3)c3c2cnc2cc(OC)c(OC)cc23)cc1 | 13% | . | 6%
O=[N+]([O-])c1ccccc1S(=O)(=O)Nc1ccc2c(c1)OCCO2 | 9% | 0% | 6%
CC(C)c1ccc2c(c1)-c1ccccc1S(=O)(=O)N2CC(=O)N1CCCCC1 | 11% | . | 2%
CCc1ccc(C2=C(C)C(N3CCC(C(=O)Nc4cccc(OC)c4)CC3)=NS2(=O)=O)cc1 | 11% | . | 11%
CCCc1cc(CN(C)C(=O)CC2C(=O)NCCN2Cc2ccccc2C)[nH]n1 (stereo not given) | 3% | 1% | 4%
O=C(O)c1cccc(Nc2ccncc2[N+](=O)[O-])c1 | -10% | 0% | .
CC(C)CCNC(=O)CN(Cc1ccc2c(c1)OCO2)C(=O)CCC(=O)Nc1ccccn1 | -4% | 5% | 4%
COc1ccc(Nc2nc(N)nc(CN3CCOCC3)n2)cc1 | 5% | 3% | 0%
COc1cccc(CNC(=O)COCc2cc(-c3ccc4c(c3)OCO4)on2)c1 | -13% | . | 2%
COc1ccc(CCNC(=O)C2COc3ccccc3C2)cc1OC (stereo not given) | -3% | . | 1%
N#Cc1cn(N2CCCCC2)c(=O)[nH]c1=O | -5% | -3% | .
NC(=O)Nc1ccc(C(=O)OCC(=O)N2CCc3ccccc3C2)cc1 | -9% | . | 4%
Cc1ccc(S(=O)(=O)NCC(=O)N(CC(=O)NCC2CCCO2)Cc2ccc(Cl)cc2)cc1 (stereo not given) | 14% | 1% | 12%
COc1ccc(NC(=O)c2oc3ccccc3c2NC(=O)Cc2coc3c(C)c(C)ccc23)cc1 | 0% | . | 4%
N=c1c(S(=O)(=O)c2ccc(Br)cc2)cc2c(=O)n3ccccc3nc2n1C1CCCC1 | 21% | 23% | 2%
COc1ccc(NC(=O)C2CCC(N3C(=O)C4CCCCC4C3=O)CC2)cc1 (stereo not given) | -1% | 4% | 5%

Entries listed so far with bromine (six):
SMILES | FEN1 inhibitor | N370S GC | TDP1 block
O=C(CSCc1ccccc1Br)NNC(=S)NCc1ccco1 | -1% | -1% | 7%[56.1 µM]
O=C(COc1ccccc1[N+](=O)[O-])OCC(=O)c1ccc(Br)s1 | -7% | . | 1%
NC(=O)C1=C[C@@H](c2ccc(Br)cc2)C[C@@H](OCc2ccc(CO)cc2)O1 | -2% | ? | 4%
CCCC(=O)Nc1cccc(NC(=O)c2ccccc2Br)c1 | -1% | 2% | 3%
COc1ccc(C(=O)COC(=O)Cn2nnc3ccccc32)cc1Br | 9% | 3% | 2%
N=c1c(S(=O)(=O)c2ccc(Br)cc2)cc2c(=O)n3ccccc3nc2n1C1CCCC1 | 21% | 23% | 2%

Bioassay records: PubChem BioAssay, National Center for Advancing Translational Sciences (NCATS)
